# Screening results from PubChem BioAssay.
# APJ antagonist – antagonists of human APJ apelin receptor; 330,000 tested, 0.32% active; CHO-K1 APJ beta-arrestin complementation, luminescence; P35414; AID 2521; inhibition, % at 20 µM;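 active means inhibition above about 40% at 20 µM, limit read from the data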;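 further: cells challenged with 10 nM apelin-13 agonist together with compound; plate controls were apelin-13 plus DMSO wells for no effect and DMSO wells lacking apelin-13 for full effect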
# Target sequence (P35414 whole entry, looked up): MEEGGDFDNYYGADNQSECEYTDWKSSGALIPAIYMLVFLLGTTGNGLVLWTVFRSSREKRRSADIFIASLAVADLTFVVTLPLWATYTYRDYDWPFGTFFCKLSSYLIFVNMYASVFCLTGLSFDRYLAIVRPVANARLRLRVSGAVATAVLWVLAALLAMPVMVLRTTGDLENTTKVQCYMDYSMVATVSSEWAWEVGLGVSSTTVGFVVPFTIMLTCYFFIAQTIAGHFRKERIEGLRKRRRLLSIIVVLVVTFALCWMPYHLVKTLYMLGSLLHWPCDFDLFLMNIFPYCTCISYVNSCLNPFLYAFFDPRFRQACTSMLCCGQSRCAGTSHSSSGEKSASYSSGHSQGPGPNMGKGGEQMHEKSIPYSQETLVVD
# CCR6 antag – antagonists of human CCR6 receptor; AID 493098; CHO-K1 CCR6 PathHunter beta-arrestin, luminescence, CCL20-stimulated; 340,000 tested, 0.49% active; inhibition, % at 20 µM;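 active means compounds whose inhibition of the agonist-driven luminescence signal at 20 µM reaches about 50%, limit read from the data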;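 further: cells stimulated with CCL20 at 14 nM final; plate controls were DMSO with CCL20 for no effect and DMSO without agonist for full effect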
# Target sequence (P51684 whole entry, looked up): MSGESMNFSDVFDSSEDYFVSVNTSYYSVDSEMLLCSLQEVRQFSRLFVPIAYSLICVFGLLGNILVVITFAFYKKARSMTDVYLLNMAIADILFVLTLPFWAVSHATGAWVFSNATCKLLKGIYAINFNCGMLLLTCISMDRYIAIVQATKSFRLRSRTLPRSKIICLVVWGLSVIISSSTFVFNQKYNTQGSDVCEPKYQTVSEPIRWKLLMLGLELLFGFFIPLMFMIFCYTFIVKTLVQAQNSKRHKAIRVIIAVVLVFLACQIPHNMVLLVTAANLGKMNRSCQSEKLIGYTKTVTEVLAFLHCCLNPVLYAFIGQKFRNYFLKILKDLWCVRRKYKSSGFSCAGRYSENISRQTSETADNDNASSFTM
# Mdm2 MdmX PPI – human Mdm2/MdmX binding inhibition | 330,000 tested, 3% active | inhibition, % at 8 µM | AID 485346 | SaOS-2 split-luciferase Mdm2/MdmX complementation, luminescence;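 active means inhibition of at least 50% at 8 µM in the primary screen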
# EBI2 block – antagonists of human EBI2 receptor; P32249; EBI2 beta-arrestin recruitment, luminescence, 7a,25-OHC stimulated; inhibition, % at 5 µM; 360,000 tested, 0.81% active; in the data active means inhibition above about 38%;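 further: enzyme fragment complementation signal reports receptor beta-arrestin coupling in cells; 0% = agonist plus DMSO wells and 100% = wells without agonist; some results beyond the cut were filed as inactive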
# Target sequence (P32249 whole entry, looked up, the tested form may be a part): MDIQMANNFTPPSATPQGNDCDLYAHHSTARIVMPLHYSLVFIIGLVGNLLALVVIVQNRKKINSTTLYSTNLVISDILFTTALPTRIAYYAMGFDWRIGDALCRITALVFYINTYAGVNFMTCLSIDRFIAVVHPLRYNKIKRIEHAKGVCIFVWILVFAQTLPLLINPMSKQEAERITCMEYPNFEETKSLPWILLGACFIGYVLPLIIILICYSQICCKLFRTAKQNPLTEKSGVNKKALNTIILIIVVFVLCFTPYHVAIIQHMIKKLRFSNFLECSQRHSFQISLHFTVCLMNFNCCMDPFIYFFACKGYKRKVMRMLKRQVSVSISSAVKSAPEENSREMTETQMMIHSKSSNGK
# APJ agonist – activates the human apelin receptor APJ. P35414. CHO-K1 APJ PathHunter beta-arrestin, luminescence; 0% DMSO wells, 100% apelin. activation, % at 20 µM. 330,000 tested, 0.11% active. AID 2520;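 active means activation more than six SD over the plate average, tested at 20 µM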;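 further: 0% = DMSO alone and 100% = apelin-13 at 10 nM; some results filed as inactive read as strong as hits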
#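 Test system – PathHunter CHO-K1 APJ (AGTRL-1) beta-arrestin reporter cells · Input – 1000 cells/well · Compound – single test compound dose, 20 µM final, 1% DMSO · Times – compound stimulation 90 min at 25 °C, detection 60 min · Technique – beta-gal luminescence · Read-out basis – APJ–arrestin association signal · Control set – negative DMSO alone, positive Apelin-13 at 10 nM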
# CXCR6 block – inhibitors of human CXCR6 receptor. CHO-K1 PathHunter CXCR6 beta-arrestin, luminescence. inhibition, % at 20 µM. 360,000 tested, 0.36% active; in the data active means inhibition above about 34%, passing the limit was not always enough;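 further: antagonist mode with CXCL16 agonist at 10 nM final; 0% = 10 nM CXCL16 with DMSO and 100% = unstimulated wells without agonist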
# UPR CHOP act – apoptotic UPR (CHOP) activation. activation, % at 10 µM. 330,000 tested, 0.34% active. CHO-CHOP luciferase reporter, luminescence; percent of tunicamycin response over DMSO baseline;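 active means at 10 µM dose, activation of 40% or more, normalized to positive control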;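 further: 100% = tunicamycin at 10 µg/mL and 0% = DMSO alone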
#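 System: CHO-CHOP luciferase reporter cell line | Buffer or medium: F12 medium containing 10% fetal bovine serum | Doses: One dose, 10 µM in 0.5% DMSO | Times: 6 h compound exposure at 37 °C after overnight seeding | Signal: Luciferase luminescence | Read-out: % activation vs tunicamycin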
# UPR XBP1 act – adaptive UPR (XBP1) activation; AID 463104; 330,000 tested, 0.33% active; CHO-XBP1 luciferase reporter, IRE1-XBP1 UPR activation, luminescence; percent of tunicamycin response, DMSO as zero; activation, % at 20 µM;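 active means versus positive control, 20 µM dose yields 30% or more activation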;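 further: 100% = tunicamycin at 10 µg/mL and 0% = DMSO only wells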
#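 Assay system: IRE1-XBP1 luciferase reporter CHO line. Input: 1000 cells/well. Buffer or medium: F12 with 10% serum. Doses: 20 µM, 1% DMSO. Times: overnight seeding at 37 °C, 6 h compound treatment at 37 °C. Technique: Steady-Glo luciferase glow luminescence, 10 min after reagent addition.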
# tim23-1 inh – inhibits growth of tim23-1 mutant yeast; S. cerevisiae tim23-1 growth, BacTiter-Glo luminescence, 24 h; inhibition, % at 20 µM; 330,000 tested, 1.3% active;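 active means growth inhibition of the mutant yeast at or above 50%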;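 further: temperature-sensitive mutant grown at 25 °C; plate controls were DMSO-treated mutant yeast for no effect and medium wells lacking yeast for full effect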
# An asterisk follows results filed as active; · = no result given. Only part of the results is shown, so the mix of outcomes need not match the whole.
# Preview, 5 compounds:
SMILES,APJ antagonist,CCR6 antag,Mdm2 MdmX PPI,EBI2 block,APJ agonist,CXCR6 block,UPR CHOP act,UPR XBP1 act,tim23-1 inh
COc1ccc(S(=O)(=O)N(CC(=O)Nc2ccc(S(=O)(=O)N3CCOCC3)cc2)c2ccccc2)cc1,-23,15,-28,-21,-3,3,2.6,-3,12
O=C(CCNS(=O)(=O)c1ccccc1)OCC(=O)c1ccc(F)cc1,3,-4,-9,7,-3,2,1.0,-1,4
Cc1cn([C@H](C(=O)NCCCCCCCCCCC(=O)N2CCN(C(=O)OC(C)(C)C)CC2)[C@@H](C)O)nn1,-19,7,26,3,-3,-9,2.8,1,12
COc1ccc(OC)c(CC(NC(C)=O)C(=O)NC2CCN(c3nc(OC)nc(OC)n3)CC2)c1 (stereo not given),2,2,5,-6,-3,5,1.1,0,5
COc1ccc2[nH]c(=O)c(CN(CCO)S(=O)(=O)c3ccc4c(c3)OCCO4)cc2c1,12,14,16,-8,3,1,-1.3,-4,-3

# This part in full (from the top)
SMILES,APJ antagonist,CCR6 antag,Mdm2 MdmX PPI,EBI2 block,APJ agonist,CXCR6 block,UPR CHOP act,UPR XBP1 act,tim23-1 inh
COc1ccc(S(=O)(=O)N(CC(=O)Nc2ccc(S(=O)(=O)N3CCOCC3)cc2)c2ccccc2)cc1,-23,15,-28,-21,-3,3,2.6,-3,12
O=C(CCNS(=O)(=O)c1ccccc1)OCC(=O)c1ccc(F)cc1,3,-4,-9,7,-3,2,1.0,-1,4
Cc1cn([C@H](C(=O)NCCCCCCCCCCC(=O)N2CCN(C(=O)OC(C)(C)C)CC2)[C@@H](C)O)nn1,-19,7,26,3,-3,-9,2.8,1,12
COc1ccc(OC)c(CC(NC(C)=O)C(=O)NC2CCN(c3nc(OC)nc(OC)n3)CC2)c1 (stereo not given),2,2,5,-6,-3,5,1.1,0,5
COc1ccc2[nH]c(=O)c(CN(CCO)S(=O)(=O)c3ccc4c(c3)OCCO4)cc2c1,12,14,16,-8,3,1,-1.3,-4,-3
O=C(Cc1ccccc1)N1CCc2ccccc21,-15,0,6,-8,2,-4,1.0,3,-7
O=C(NCc1ccco1)c1ccc2c(c1)C(=O)N(C1CCCCC1)C2=O,12,10,-6,8,-2,10,-0.7,-2,22
O=C(CN1C(=O)NC2(CCCC2)C1=O)Nc1ccc(Cl)cc1F,6,8,-11,8,-2,-5,-1.5,-2,-6
CC(C(=O)Nc1ccc(O)cc1)c1cccc(C(=O)c2ccccc2)c1 (stereo not given),-14,14,-16,13,-3,-27,-0.4,-3,12
Cc1cc(=O)oc2c3c(cc(OCC(=O)NCC(=O)N[C@H](C(=O)O)C(C)C)c12)OC(C)(C)CC3,2,2,11,-3,-3,-2,-0.3,-1,7
N#Cc1c(N)c(C#N)c(-c2ccc3c(c2)OCO3)c2c1CCCC2,12,11,20,0,-4,15,-0.7,1,11
CCOc1cccc2cc(-c3csc(NC(=O)CCC(=O)NCCCN4CCC(C)CC4)n3)c(=O)oc12,9,·,-59,·,1,·,5.0,3,17
COc1ccc(/C=C(/NC(=O)c2ccccc2)C(=O)NCCCn2ccnc2)cc1OC,7,-16,25,-14,7,0,0.9,-3,-5
CCCN(Cc1ccccc1)C(=S)Nc1cccc(C(F)(F)F)c1,-5,11,4,7,0,-12,-0.5,-2,5
Cc1ccc(-n2nc3c(c2NC(=O)/C=C\c2ccc4c(c2)OCO4)CSC3)cc1,-13,14,6,2,0,3,2.7,-2,15
Cc1cc(C)cc(OCC(=O)NNC(=O)c2ccccn2)c1,2,25,50*,-19,-2,18,-1.7,0,2
O=C1CSC(c2ccc([N+](=O)[O-])cc2)N1C1CCCCC1 (stereo not given),12,0,-20,5,-4,9,0.7,-4,25
COc1ccc(S(=O)(=O)N(C)CC(=O)N2CCCCC2)cc1Cl,16,13,-8,-12,-3,-6,-2.2,0,16
CCc1nnc(NC(=O)CCC(=O)N2CCN(Cc3cc(Cl)ccc3OC)CC2)s1,-30,-20,-4,-4,-2,4,-1.6,-3,11
Cc1ccc(C(=O)Nc2nnc(S(=O)(=O)N3CCCCCC3)s2)cc1,-63,-3,-25,-1,0,-6,1.0,-4,5
Cc1n[nH]c(C)c1S(=O)(=O)N1CCCC(C(=O)NC2CCCCC2)C1 (stereo not given),3,11,6,8,-5,-2,-1.1,-5,12
O=C(CN1CCOC1=O)N1CCCC(Nc2ccc(F)c(F)c2)C1 (stereo not given),-2,7,3,-20,-2,1,2.7,-3,6
COCc1nnc(NC(C)=O)s1,-2,7,-5,7,-2,-4,0.9,0,15
Oc1ccc(C[C@@H]2CNCCN2CC2(c3ccccc3)CC2)cc1,16,-5,40,-3,4,2,2.4,3,3
COc1ccc([N+](=O)[O-])cc1/C=N/NC(=O)/C(=C\c1cccs1)NC(=O)c1ccccc1,-4,14,-9,-5,-1,0,2.4,2,18
O=S(=O)(Cc1cc(NCc2ccccc2)nc(-c2ccncc2)n1)c1ccccc1,11,7,-9,23,-4,3,0.0,-5,-5
O=C(C[n+]1ccccc1)Nc1ccccc1,-10,8,-41,-3,-2,-3,0.4,0,-2
CN(C)c1ccc(NC(=O)c2ccc(COc3cccc(Cl)c3)o2)cc1,7,6,-27,2,-2,0,2.3,6,24
CCN1CCN(S(=O)(=O)c2cc(C)c(OC)cc2C)CC1,-23,7,3,6,-4,0,-0.4,0,20
O=C(N/N=C/c1ccccc1)c1c(O)c2ccccc2[nH]c1=O,7,8,38,5,-1,-4,3.3,0,73*
Nc1ccccc1SCC(O)Cn1ccc2ccccc21 (stereo not given),11,-4,33,-5,0,0,1.0,-1,3
CC1=CC(=O)C=C(C)C1=NOC(=O)/C=C\c1ccccc1,6,14,30,-3,2,-5,36,1,32
COc1ccc(OC)c(CNc2ccc3c(c2)nc(C)n3C)c1,3,1,5,-12,-2,-13,-0.5,-2,-5
O=C(Nc1ccnn1C1CCN(C/C=C/c2ccccc2)CC1)C1CCCC1,-15,13,7,8,-1,8,-0.5,-1,-4
COc1ccc(N(CC(=O)NCc2ccc(C)cc2)S(=O)(=O)c2c(C)nn(C)c2C)cc1,1,9,5,4,0,3,2.4,-3,26
O=S(=O)(c1ccc(SCCO)nc1)N1CCCC1,-8,-1,16,7,5,-2,0.8,-1,21
CC(C)CC1NC(=O)N(CC(=O)Nc2ccc3c(c2)CCC3)C1=O (stereo not given),-9,-11,0,-2,2,8,-0.4,1,19
O=C(NCc1ccc(Cl)cc1)c1cccc2c1C(=O)N(CC1CCCO1)C2 (stereo not given),1,8,27,-2,-2,-5,0.1,-4,25
CCNC(=S)Nc1ccc(N2CCCCC2)cc1,15,8,28,-2,-3,3,4.6,1,-18
CCN(Cc1ccccc1)C(=O)COC(=O)c1cnc(C)cn1,-7,2,3,-6,-3,1,0.6,-2,3
Cn1c(=O)[nH]c(=O)c2c1nc(N1CCN(c3ccccc3)CC1)n2CCSc1ncccn1,1,15,54*,-17,5,4,4.3,3,11
N#Cc1nc(Cc2ccccc2)oc1N1CCC(Cc2ccccc2)CC1,-28,2,10,27,-3,9,0.0,0,3
CCOC(=O)c1[nH]ncc1CN1CCN(Cc2ccc(C)cc2)C(CCO)C1 (stereo not given),7,-4,-7,1,-2,1,-1.6,-1,12
CC(NC(=O)c1ccc2c(c1)OCCO2)C(=O)O (stereo not given),13,3,23,-10,-4,-2,-0.5,-1,5
Cc1ccccc1CN1CCN(C(=O)c2ccc(F)cc2)CC1,-20,-14,10,11,-3,5,-1.5,-5,0
CCCS(=O)(=O)c1nc(S(=O)(=O)c2ccc(C)cc2)c(N2CCC(C)CC2)s1,-5,19,47,9,-4,0,4.6,-5,43
CCOC(=O)c1c(NC(=O)C2C3C=CC(C3)C2C(=O)O)sc2c1CC(C)(C)OC2 (stereo not given),-6,3,16,1,1,-6,-1.1,0,23
C1=C(c2ccccc2)Nc2ncnn2C1c1ccccc1 (stereo not given),13,4,22,-6,-4,-2,1.0,2,16
CCn1c2ccccc2c2cc(NC(=O)CC(C)=O)ccc21,-11,11,-16,3,-2,-8,1.2,-1,13
CC(=O)N1CCN=C1SCc1ccc(C)cc1,4,0,-4,-4,-4,4,0.3,-1,5
Cc1ccc(SCC(=O)OCC(=O)N(CCC#N)c2ccccc2)cc1C,6,5,7,6,-4,-6,-0.7,1,19
CN(Cc1ccc(Cl)cc1Cl)C(=O)CCNC(=O)c1ccco1,3,15,11,-6,-5,3,-0.5,-3,9
NC(=O)C1CCN(C(=O)c2cccc(S(=O)(=O)N3CCCC3)c2)CC1,-1,2,-7,-16,10,-5,-0.4,-2,13
CC(=O)Nc1ccc(OCC(O)CN2CCN(c3cccc(Cl)c3)CC2)cc1 (stereo not given),-7,-10,23,-9,-5,-9,-2.1,-2,14
COc1cccc(CNc2nc(SC)ncc2CO)c1,11,-4,-10,-9,-3,-7,-1.7,0,-23
CCNC(=S)NCc1ccc2c(c1)OCO2,-17,-6,-1,-14,-3,-2,-0.7,0,0
CN(C)CCOc1nc(-c2ccccc2)nc2c1oc1ccccc12,-13,10,71*,-9,-4,-1,1.7,-3,-6
O=C(N/N=C/C=C/c1ccc2c(c1)OCO2)C(O)c1ccccc1 (stereo not given),6,3,28,4,1,1,0.1,2,5
O=C1CN(C(=O)COC(=O)C23CC4CC(CC(O)(C4)C2)C3)c2ccccc2N1,3,-4,6,4,10,7,0.6,0,20
CC(CCC(=O)O)(c1ccc(O)cc1)c1ccc(O)cc1,-2,9,37,2,-3,-2,1.1,-3,1
# More compounds follow.
SMILES,APJ antagonist,CCR6 antag,Mdm2 MdmX PPI,EBI2 block,APJ agonist,CXCR6 block,UPR CHOP act,UPR XBP1 act,tim23-1 inh
Cc1ccnc2c1ccc1c(C)ccnc12,-13,-15,84*,1,-1,-11,19,6,71*
COc1cc2c(cc1OC)CN(CC(=O)Nc1cccc([N+](=O)[O-])c1)CC2,0,6,8,4,0,1,0.2,-3,2
Oc1[nH]c2ccccc2c1N=Nc1ccccc1,18,18,-96,3,-5,12,4.3,1,16
O=C(NC(=S)Nc1ccc(N2CCCCC2)cc1)c1cccs1,-5,22,-54,14,-3,13,1.0,3,51*
COc1ccc(-c2noc(CNC(=O)CCCN3C(=O)[C@H]4CC=CC[C@H]4C3=O)n2)cc1,15,5,6,2,5,-1,-1.5,-7,5
CC1(C)C(=O)C2(CCCCC2)C(=O)OC1c1cccn1-c1ccc([N+](=O)[O-])cc1 (stereo not given),1,4,9,7,-1,6,-0.1,1,13
O=C(NCCN1CCN(c2ccccc2)CC1)C1CCN(S(=O)(=O)c2cccc3nsnc23)CC1,1,-5,14,-5,-2,5,-0.9,2,-12
O=C(Cc1ccccc1[N+](=O)[O-])NCCc1ccc(F)cc1,19,12,-24,5,-1,2,0.6,0,3
CCN(CC)CCNc1cc(C)nc2c1C(=O)C(=O)C=C2N1CCCCC1,-54,0,65*,-16,11,-11,-1.1,-1,8
S=c1[nH]c2ncccc2o1,-17,-14,15,-8,2,9,0.6,-2,20
COc1cccc(C2(O)CCN(C(=O)Cc3cccnc3)CC2)c1,0,25,17,-2,0,2,1.3,-2,0
